AddAB inh = less growth of phage-infected E. coli with AddAB; E. coli expressing H. pylori AddAB, absorbance growth; inhibition, % at 11.9 µM; 0.29% of 330,000 active; in the data active = inhibition above about 12%;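 also: 0% = vehicle wells of infected cells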
OPRM1-OPRD1 ag = agonists of human mu-delta opioid receptor heterodimerization. P35372+P41143. cells, OPRM1-OPRD1 heterodimerization, luminescence. activation, % at 9.3 µM. 0.3% of 340,000 active; in the data active = activation above about 18%;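 also: 0% = vehicle-treated cells and 100% = reference agonist; values of inactives mirror those of a sister screen read the other way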
PfHsp90 set2 = growth inhibition of yeast expressing Plasmodium Hsp90. S. cerevisiae expressing PfHsp90, BacTiter-Glo ATP, 48 h; yeast lacking PDR1 and PDR3 efflux regulators. inhibition, % at 9.4 µM. 0.32% of 310,000 active. AID 504621;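 active = every replicate shows inhibition above about 80%, whatever the replicate mean, limit read from the data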;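 also: 0% = DMSO neutral controls and 100% = 20 µM radicicol positive controls; yeast relying on Plasmodium falciparum Hsp90 in place of its own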
E coli growth = reduces bacterial viability in AddAB counter-screen. E. coli V3065 growth, OD600 absorbance, 18 h. inhibition, % at 11.9 µM. 0.27% of 330,000 active;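 active = inhibition above the campaign's mean inhibition across all tested compounds plus 3 SD, cut at about 9.9% in these data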;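 also: uninfected addAB+ strain grown without phage in ampicillin broth; 0% = DMSO wells and 100% = ciprofloxacin 0.95 µg/ml wells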
MOR-DOR inv ag = mu-delta opioid heterodimer inverse agonism | AID 504357 | inhibition, % at 9.3 µM | 0.21% of 340,000 active | cell-based MOR-DOR heterodimer luminescence; in the data active = inhibition above about 22%, passing the limit was not always enough;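 also: 0% = cells with DMSO and 100% = wells without cells with DMSO; values of inactives mirror those of a sister screen read the other way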
PKA-R1A act = activates the PKA-R1A holoenzyme complex. P00514+P68181. PKA-R1A dissociation, Cy5-IP20 fluorescence polarization; scaled: DMSO 0%, 113 µM cGMP 100%. activation, % at 11.4 µM. 0.083% of 340,000 active;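 active = percent activation above the mean of all tested compounds plus 3 SD, cut at about 19% in these data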;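 also: higher means more PKAc released from R1A so a rise in polarization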
phage Ecoli inh = E. coli growth loss with phage present | 0.26% of 360,000 active | AID 651602 | growth absorbance | inhibition, % at 11.9 µM; in the data active = inhibition above about 11%
Tat export inh = inhibitors of E. coli Tat protein transport; E. coli MC4100 TorA-mCherry Tat export, fluorescence; inhibition, % at 10 µM; 0.036% of 340,000 active; AID 488895;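 active = mean replicate inhibition at least 50% and at least half of replicates individually reaching 50%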;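 also: exported cargo escapes ClpAP degradation while cytoplasmic cargo is degraded and loses fluorescence; 0% = median of neutral control wells and 100% = median of NaSCN control wells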
HTR5A inv ctr = HTR5A inverse agonism, opioid heterodimer counter-screen; P47898; HTR5A cell line, luminescence; inhibition, % at 9.3 µM; 0.083% of 340,000 active; AID 504634; in the data active = inhibition mostly above about 23%, no sharp cut-off; inactive = mostly below about 18%;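 also: 0% = cells with DMSO and 100% = no-cell wells with DMSO; some compounds called inactive have numbers as strong as hits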
Target sequence (P47898 whole entry, looked up): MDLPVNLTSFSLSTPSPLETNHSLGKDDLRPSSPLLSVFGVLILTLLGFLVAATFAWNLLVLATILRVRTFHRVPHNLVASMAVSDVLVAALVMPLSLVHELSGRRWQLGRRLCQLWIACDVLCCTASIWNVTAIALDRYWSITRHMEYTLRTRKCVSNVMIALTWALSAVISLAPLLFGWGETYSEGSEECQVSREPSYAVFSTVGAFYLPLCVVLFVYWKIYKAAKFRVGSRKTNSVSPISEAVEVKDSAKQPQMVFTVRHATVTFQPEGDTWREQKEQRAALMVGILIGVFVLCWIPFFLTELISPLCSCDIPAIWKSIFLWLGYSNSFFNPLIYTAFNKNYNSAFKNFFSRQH
PKA-R2B activ = activators of human PKA-R2B complex; P22694+P31323; PKA-R2B holoenzyme dissociation, Cy5-IP20 fluorescence polarization; R2B truncated from residue 108, S112A mutant; 0% DMSO only, 100% 113 µM cGMP; activation, % at 11.4 µM; 0.079% of 340,000 active;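 active = activation above a cutoff set at the mean over all compounds plus 3 SD, cut at about 18% in these data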;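 also: higher means more holoenzyme dissociation and a rise in polarization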
Target sequence (P31323 whole entry, looked up, other chains not shown, the tested form may be a part): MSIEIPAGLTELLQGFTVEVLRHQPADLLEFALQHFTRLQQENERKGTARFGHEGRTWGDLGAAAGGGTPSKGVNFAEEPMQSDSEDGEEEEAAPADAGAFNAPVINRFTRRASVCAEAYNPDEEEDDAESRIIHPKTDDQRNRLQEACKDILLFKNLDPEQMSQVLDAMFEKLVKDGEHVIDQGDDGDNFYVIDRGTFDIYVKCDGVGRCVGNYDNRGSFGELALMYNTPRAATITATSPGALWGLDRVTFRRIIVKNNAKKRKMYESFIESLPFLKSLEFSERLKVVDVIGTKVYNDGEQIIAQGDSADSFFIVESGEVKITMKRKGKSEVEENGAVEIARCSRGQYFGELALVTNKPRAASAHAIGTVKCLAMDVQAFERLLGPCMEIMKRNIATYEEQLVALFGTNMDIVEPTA
SUMO Mot1 rescue = blocks SUMOylation pathway, rescuing yeast Mot1-301 growth | 1% of 320,000 active | S. cerevisiae Mot1-301 growth rescue, ATP luminescence, 38.5C; percent above DMSO median, 100 means doubled | growth rescue, % at 18.8 µM;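 active = every valid replicate shows activation above 250% relative to neutral control wells; inactive = the rest, any valid replicate at or below 250%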;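 also: OY570 slx delta 5 strain wells were the positive control but not used for scaling; some compounds called inactive have numbers as strong as hits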
An asterisk follows results filed as active; . = no result given.

canonical_smiles,AddAB inh,OPRM1-OPRD1 ag,PfHsp90 set2,E coli growth,MOR-DOR inv ag,PKA-R1A act,phage Ecoli inh,Tat export inh,HTR5A inv ctr,PKA-R2B activ,SUMO Mot1 rescue
O=C(NCCCN1CCN(c2ccc(F)cc2)CC1)Nc1ccc([N+](=O)[O-])cc1,3.5,-0.5,32,1.1,2,-9,5.5,11,-5,-3,-12
CCC1=NN(C(=O)Cc2ccc([N+](=O)[O-])cc2)C(O)(c2ccc(Br)cc2)C1 (centres undefined),-0.3,3.1,-6,0.9,-17,-4,2.5,15,-28,-3,-14
COCCn1nnnc1C(c1cc2cc(C)ccc2[nH]c1=O)N1CCCCCC1 (centres undefined),3.7,1.0,-8,1.9,-6,-12,.,6,0,3,9
CCOc1cccc(/C=N/NC(=O)c2ccc3c(c2)OCCO3)c1O,5.6,0.4,0,0.7,-2,0,4.8,-9,-23,9,39
COc1ccc(N2C(=O)C3CCCN3C2c2ccc(Cl)cc2)cc1 (centres undefined),4.1,-2.5,-2,1.9,13,3,2.4,2,2,-4,-16
Clc1ccc(C[n+]2cc(-c3ccccc3)n3c2CCC3)cc1,0.3,-3.4,-5,-3.4,17,-6,-0.4,-13,-9,-14,-15
CCCCNS(=O)(=O)c1ccc2nc(-c3cccnc3)cc(C(=O)NCCCOC)c2c1,-1.1,-1.6,9,0.5,8,-3,0.6,-1,8,12,-6
Cc1cccc2cc(CN(C(=S)NCC(C)C)C3CCCC3)c(=O)[nH]c12,2.3,-1.8,0,-0.8,11,-12,2.3,8,-5,4,2
NC(=O)C1(N2CCCCC2)CCN(C(=S)Nc2ccc(S(N)(=O)=O)cc2)CC1,0.2,-1.8,-9,-0.5,9,-4,0.8,1,14,-11,-13
CC(OC(=O)c1ccc(NS(=O)(=O)c2ccc3[nH]c(=O)[nH]c3c2)cc1)C(N)=O (centres undefined),1.2,-0.6,-30,-0.3,4,3,-0.5,10,-24,5,3
CC(C)(C)c1ccc(C(=O)NCc2nnc(SCC(=O)N3CCCc4ccccc43)n2-c2ccccc2)cc1,5.0,-3.5,-7,-1.3,18,-5,2.5,1,-7,-4,-5
C=CCOC(=O)COc1ccc2c(C)c(CC)c(=O)oc2c1,2.5,0.1,-11,1.4,-1,-11,2.8,-11,1,-4,335
O=C(O)[C@@H]1CSC2c3ccccc3C(=O)N21 (some centres undefined),-0.4,0.2,-9,0.9,-1,-7,-1.5,-6,11,10,1
CCOC(=O)c1c(NC(=O)C(C)Sc2cn(C)c3ccccc23)sc2c1CCC2 (centres undefined),1.2,-1.8,-9,2.5,10,1,3.4,-8,14,11,-1
NS(=O)(=O)c1ccc(CCn2c(=S)[nH]c3ccc(F)cc3c2=O)cc1,-1.4,0.2,12,1.0,-1,3,2.5,-4,-6,2,0
Cc1ccc[n+](CC(=O)Nc2cccc(Cl)c2)c1,1.3,-2.7,21,-0.7,13,2,2.3,5,12,-2,-5
Cc1ccc(NC(=O)C2Cc3ccccc3O/C2=N\O)cc1C (centres undefined),.,-1.3,6,.,6,1,0.2,0,13,-4,-3
COc1ccc(C(=O)c2cc([N+](=O)[O-])ccc2N2CCOCC2)cc1,-0.5,-4.0,20,-20,20,8,4.2,-10,-8,-1,-23
C=C(C)Cn1c(SCC(=O)NCc2ccco2)nc2sc3c(c2c1=O)CCC3,0.1,-1.6,7,0.6,9,1,1.9,0,-10,-7,-4
N#C/C(=C/c1ccc(N2CCCCCC2)o1)c1cccc(F)c1,-0.1,4.5,-35,-1.6,-24,0,3.2,-3,-8,-3,263

New compounds follow
canonical_smiles,AddAB inh,OPRM1-OPRD1 ag,PfHsp90 set2,E coli growth,MOR-DOR inv ag,PKA-R1A act,phage Ecoli inh,Tat export inh,HTR5A inv ctr,PKA-R2B activ,SUMO Mot1 rescue
Cc1c(N(C(=O)c2ccccn2)C2(C(=O)NC3CCCCC3)CCCCC2)c(=O)n(-c2ccccc2)n1C,-0.5,-2.1,11,3.3,10,-7,3.2,1,2,-9,14
Cn1cnnc1SCc1ccc(C(=O)N=Nc2c(O)n(Cc3ccc(Cl)cc3)c3ccccc23)cc1,-0.5,-2.8,-1,-1.6,14,-6,3.2,-5,-1,10,61
Cc1cc(C)c(C#N)c(N2CCN(c3ccccc3F)CC2)n1,0.2,5.1,20,-1.1,-24,-9,1.6,1,-12,-5,325
COc1ccc(-c2nc(CS(=O)CC(=O)NC3CCCc4ccccc43)c(C)o2)cc1OC (centres undefined),0.9,-1.1,3,1.8,6,1,0.6,1,2,2,-1
S=c1ccc2ccccc2[nH]1,2.1,-3.9,-16,0.3,20,0,4.7,2,10,3,-6
O=C(NN=Cc1ccc2c(c1)OCO2)C1CC1,.,-1.4,-36,.,7,-1,1.3,4,6,0,.
Cc1ccc(S(=O)(=O)N2CCN(c3ncnc4sccc34)CC2)cc1C,.,2.3,14,.,-12,-15,5.0,4,-23,-3,.
COc1ccc(C(=O)OCC[N+]2(C)CCCCC2)cc1,0.5,-1.4,-8,-0.1,7,-19,1.4,-1,6,-5,80
COc1ccc(CCNC(=O)c2c(C)nc3ccccn23)cc1,5.1,-0.9,10,0.7,4,-4,0.8,-2,9,5,7
CC(CCc1ccccc1)NC(=S)NC(=O)c1ccco1 (centres undefined),3.5,4.0,-5,1.8,-20,-5,1.2,8,-1,-5,-4
Cc1cccc(/C=N/NC(=O)c2ccc(NC(=O)c3ccc(F)cc3)cc2)n1,-1.0,12,-5,-0.4,-101,-9,-0.1,-2,-64,-1,12
Cc1ccc(S(=O)(=O)NC2CCCCC2)c(C)c1NS(C)(=O)=O,-2.3,-0.4,-10,-1.3,2,-11,0.9,-2,-2,-9,200
CCOC(=O)/C(C#N)=C/C1=C(N2CCOCC2)C(C)(C)OCC1,1.7,-2.5,-8,0.8,13,0,1.0,-1,-7,11,-6
CN1CCN(S(=O)(=O)c2ccc(NC(=O)c3ccc([N+](=O)[O-])cc3)cc2)CC1,1.9,8.1,8,0.3,-43,3,2.4,-12,-21,7,-5
COC(=O)/C(NC(C)=O)=C(\C)c1ccc(Cl)cc1,1.0,-2.9,1,0.7,14,11,2.4,7,1,-3,-14
CCCN1Cc2cccc(C(=O)NC(CC(=O)OCC)c3ccc(C)cc3)c2C1=O (centres undefined),0.2,-2.7,-16,-2.1,13,-2,1.6,-3,6,1,0
CC(NC(=O)c1ccc(OC2CCN(S(=O)(=O)N(C)C)CC2)cc1)C1CC1 (centres undefined),-1.7,-2.3,26,-0.3,12,-6,0.9,-14,11,-8,-11
Cn1c(N)c(C(=O)COC(=O)CC2CC3CCC2C3)c(=O)n(C)c1=O (centres undefined),-0.5,-1.2,-5,2.1,6,-6,0.2,-3,-11,5,2
O=C1COc2ccc(C(=O)CSc3nc4ccccc4c(=O)n3-c3ccc(Cl)c(Cl)c3)cc2N1,-1.7,-1.1,-47,1.5,6,1,2.7,5,3,2,17
Cc1ccc(S(=O)(=O)CC(N)=O)cc1,1.3,-2.1,-5,2.6,12,-1,0.3,5,3,-4,-20

The listing continues:
canonical_smiles,AddAB inh,OPRM1-OPRD1 ag,PfHsp90 set2,E coli growth,MOR-DOR inv ag,PKA-R1A act,phage Ecoli inh,Tat export inh,HTR5A inv ctr,PKA-R2B activ,SUMO Mot1 rescue
CC1(c2nnc(Cc3ccccc3)o2)CC(c2ccc(Cl)cc2)=NO1 (centres undefined),3.4,-1.4,.,-1.0,8,-9,2.5,8,13,2,12
COc1ccc(C(=O)CNc2ccccc2CO)cc1,1.4,-2.9,-5,2.2,16,-12,1.8,-4,1,-6,-13
Cc1ccc(NC(=O)Cn2ccc([N+](=O)[O-])n2)cc1C,0.3,-3.5,-6,-0.4,16,4,0.8,-7,-8,1,-3
CCNc1cc(N2CCCC2)ccc1[N+](=O)[O-],0.2,-2.2,-1,-0.4,14,-1,1.7,-4,5,7,73
COc1ccc(CNS(=O)(=O)c2cc(Br)cc3c2N(C(C)=O)C(C)C3)cc1 (centres undefined),3.2,0.0,11,0.2,0,3,1.1,-1,18,-8,8
Cc1ccc2nc(N3CCOCC3)c(C=O)cc2c1,5.0,-2.3,37,0.3,12,-5,-0.2,1,8,-7,13
COC(=O)c1cc(O)c(O)c(O)c1,1.9,-0.1,11,-2.2,1,-1,-0.4,6,-22,-11,-5
O=C(CN1CCOCC1)Nc1nc2ccc(Cl)cc2s1,-2.9,-1.1,-32,-0.7,6,-4,2.5,-4,24,-14,6

In the list so far, six have two or more sulfur atoms.
canonical_smiles,AddAB inh,OPRM1-OPRD1 ag,PfHsp90 set2,E coli growth,MOR-DOR inv ag,PKA-R1A act,phage Ecoli inh,Tat export inh,HTR5A inv ctr,PKA-R2B activ,SUMO Mot1 rescue
NC(=O)C1(N2CCCCC2)CCN(C(=S)Nc2ccc(S(N)(=O)=O)cc2)CC1,0.2,-1.8,-9,-0.5,9,-4,0.8,1,14,-11,-13
CCOC(=O)c1c(NC(=O)C(C)Sc2cn(C)c3ccccc23)sc2c1CCC2 (centres undefined),1.2,-1.8,-9,2.5,10,1,3.4,-8,14,11,-1
NS(=O)(=O)c1ccc(CCn2c(=S)[nH]c3ccc(F)cc3c2=O)cc1,-1.4,0.2,12,1.0,-1,3,2.5,-4,-6,2,0
C=C(C)Cn1c(SCC(=O)NCc2ccco2)nc2sc3c(c2c1=O)CCC3,0.1,-1.6,7,0.6,9,1,1.9,0,-10,-7,-4
Cc1ccc(S(=O)(=O)N2CCN(c3ncnc4sccc34)CC2)cc1C,.,2.3,14,.,-12,-15,5.0,4,-23,-3,.
Cc1ccc(S(=O)(=O)NC2CCCCC2)c(C)c1NS(C)(=O)=O,-2.3,-0.4,-10,-1.3,2,-11,0.9,-2,-2,-9,200
